Assay outcomes: PubChem, National Center for Advancing Translational Sciences (NCATS)
TGFb SMAD3 inh: blocks TGF-b signaling | 410,000 compounds, 1.2% hits | HepG2 CAGA-GFP TGF-b/SMAD3 reporter, GFP fluorescence, 18 h; TGF-beta stimulated, 500 pg/mL final | Potency, µM (highest dose often 46.1 µM), inactives show at the top dose activity, negative = inhibition, usual class: inhibitors | AID 588855; note: % is set by controls: 0 for no effect and ±100 for the full control effect; nearly all actives have a fitted effect of over 65% in size
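Inhibition was scored as loss of TGF-beta-induced (500 pg/mL final, 18 hours, 37 degrees C) GFP in HEPG2 cells carrying a CAGA-GFP reporter, in DMEM with 1% FBS. Well GFP was summed per cell; Activity was normalised to unstimulated and stimulated DMSO wells, then concentration-response fitting.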
Nrf2 activator: activators of Nrf2 (ARE) signaling; AREc32 ARE-luciferase reporter (MCF7-derived line), luminescence, 24 h; Potency, µM (highest dose often 46.1 µM), inactives show at the top dose activation, actives largely listed as activators; 410,000 compounds, 0.31% hits; AID 624171; note: % of control where 0% means no effect; nearly all actives have a fitted effect of over 65% in size
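Luciferase luminescence (Steady-Glo, 30 min at room temperature) served as the read-out of ARE activation in AREc32 cells treated with compounds for 24 hr at 37 deg C.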
Nrf2 block: Nrf2 pathway inhibition; Potency, µM (series often up to 46 µM), without a hit: at the highest dose activity change, negative = inhibition, usual class: inhibitors; AID 504444; A549 ARE-Fluc reporter, luciferase luminescence, 18-24 h; 360,000 compounds, 2.1% hits; note: % is set by controls: 0 for no effect and ±100 for the full control effect; nearly all actives have a fitted effect of over 60% in size
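In this cell-based qHTS, ARE-driven firefly luciferase in A549 cells reports Nrf2 activity; the luminescent signal after BugLite lysis is the measured value, with a prior CellTiter-Fluor read for cell health.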
EPAC2 antagonist: EPAC2 (human) antagonism. Potency, µM (titrated, usually from 114 µM), for the others: top-dose activity, negative = inhibition, usual class: inhibitors. Q8WZA2. EPAC2 GEF exchange of Rap1B-BODIPY-GDP, fluorescence. 360,000 compounds, 0.18% hits; note: % is set by controls: 0 for no effect and ±100 for the full control effect; nearly all actives have a fitted effect of over 45% in size; many of its hits are not listed in these tables
Target sequence (Q8WZA2 whole entry, looked up): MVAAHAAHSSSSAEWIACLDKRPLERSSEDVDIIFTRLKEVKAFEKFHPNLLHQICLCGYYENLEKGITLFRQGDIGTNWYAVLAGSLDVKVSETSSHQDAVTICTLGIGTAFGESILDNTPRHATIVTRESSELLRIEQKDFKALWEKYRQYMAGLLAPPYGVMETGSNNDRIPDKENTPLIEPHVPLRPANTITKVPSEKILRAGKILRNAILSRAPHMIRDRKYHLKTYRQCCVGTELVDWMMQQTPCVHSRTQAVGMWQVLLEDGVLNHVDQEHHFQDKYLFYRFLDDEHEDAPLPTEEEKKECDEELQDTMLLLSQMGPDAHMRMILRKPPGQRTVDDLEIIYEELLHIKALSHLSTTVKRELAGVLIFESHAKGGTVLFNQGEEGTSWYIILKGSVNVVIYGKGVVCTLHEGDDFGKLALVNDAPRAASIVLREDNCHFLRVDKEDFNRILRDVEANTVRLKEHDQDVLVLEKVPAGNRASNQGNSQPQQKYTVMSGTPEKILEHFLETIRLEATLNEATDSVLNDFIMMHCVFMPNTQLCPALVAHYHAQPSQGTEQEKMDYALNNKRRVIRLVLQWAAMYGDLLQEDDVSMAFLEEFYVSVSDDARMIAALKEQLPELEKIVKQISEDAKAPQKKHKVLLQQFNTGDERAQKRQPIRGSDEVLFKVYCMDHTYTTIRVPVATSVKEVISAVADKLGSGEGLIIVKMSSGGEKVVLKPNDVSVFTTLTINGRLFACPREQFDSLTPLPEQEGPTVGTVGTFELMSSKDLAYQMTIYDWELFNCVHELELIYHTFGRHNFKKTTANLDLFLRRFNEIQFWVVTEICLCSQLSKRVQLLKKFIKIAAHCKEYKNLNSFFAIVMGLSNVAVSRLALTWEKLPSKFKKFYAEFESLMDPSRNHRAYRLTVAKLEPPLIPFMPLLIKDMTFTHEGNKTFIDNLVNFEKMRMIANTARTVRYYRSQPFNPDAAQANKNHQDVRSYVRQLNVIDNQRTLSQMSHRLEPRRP
ATXN2 expr inh: reduces ATXN2 reporter expression in HEK-293 cells; HEK-293 ATXN2-luciferase reporter, luminescence, 24 h; Potency, µM (highest dose often 57 µM), for inactives: at the highest dose activity change, negative = inhibition, most hits filed as inhibitors; 360,000 compounds, 0.72% hits; note: % is set by controls: 0 for no effect and ±100 for the full control effect; nearly all actives have a fitted effect of over 55% in size
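qHTS (up to 57 uM final) was run with 24 h compound exposure of reporter cells at 37 °C. Each well was multiplexed: SteadyGlo luminescence measured ATXN2-luciferase expression after a fluorogenic Gly-Phe-AFC viability readout (25 uM final).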
HepG2 viability: counter-screen for TGF-b inhibitors: cytotoxicity in HepG2 cells | HepG2 CAGA-GFP viability, ATP luminescence, 18 h | Potency, µM (titrated, usually from 46.1 µM), for the others: at the top dose activity change, negative = cytotoxicity, usual class: cytotoxic | 410,000 compounds, 0.76% hits; note: some results filed as inactive show a strong effect at the top dose
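CellTiter-Glo luminescence gave cytotoxicity after 18 hours at 37 degrees C. The cells were HepG2 CAGA-GFP in 1% FBS DMEM, stimulated with 500 pg/mL TGF-beta after compound addition. %Activity was normalised to no-cell wells (complete cell-killing) and DMSO (no toxicity), and curves were fitted and classified.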
A549 viability: counter-screen for Nrf2 inhibitors: cytotoxicity in A549 cells; A549 ARE-Fluc cells, CellTiter-Fluor viability, 18-24 h; Potency, µM (highest dose often 46 µM), without a hit: at the top dose activity change, negative = cytotoxicity, most hits filed as inhibitors; 390,000 compounds, 0.16% hits; AID 504648; note: % is set by controls: 0 for no effect and ±100 for the full control effect
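A549 ARE_Fluc cells in 5% FBS OPTI-MEM were exposed to compounds in concentration-response for 18-24 h at 37 deg C. Viability was read by CellTiter-Fluor fluorescence (Ex 405/Em 525) after 30 min, before the luciferase read.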
MCF10A rereplic: DNA re-replication induction in MCF 10a cells | Potency, µM (titrated, usually from 46.1 µM), inactives show top-dose activity, positive = re-replication, actives largely listed as activators | 350,000 compounds, 2.9% hits | MCF 10A DNA re-replication, Hoechst nuclear intensity, 48 h | AID 624296; note: % of control where 0% means no effect; nearly all actives have a fitted effect of over 50% in size
ATXN viability: viability counter-screen for ATXN expression inhibitors; S2 cells (HEK-293 line with an ATXN2-luciferase reporter) viability, CellTiter-Fluor protease fluorescence, 24 h; Potency, µM (top dose mostly 56.7 µM), actives largely listed as cytotoxic; 400,000 compounds, 0.49% hits; AID 651635; note: nearly all actives have a fitted effect of over 40% in size
The depositor's hits bear a star; i = inactive; u = inconclusive; x = no result given; & = joins results of further samples; [ ] = remark or other dose. Calls come from the whole dose curve; as a rule, active = well fitted curve in the direction sought with a large enough effect; inconclusive = small, poorly fitted or top-dose-only effect, or another doubt; inactive = no such curve, though single readings can be large; an effect the other way counts as inactive or inconclusive. Potency is the fitted concentration of half-maximal effect.

Value order: TGFb SMAD3 inh	HepG2 viability	ATXN viability	MCF10A rereplic	EPAC2 antagonist	Nrf2 activator	Nrf2 block	ATXN2 expr inh	A549 viability
CC1(C)C(=O)OC(C(=O)c2ccc(Cl)cc2)C(C)(C)C1=O (configuration not stated)
→ -14%	1%	i	0%	-5%	-0.1%	4%	-8%	0%
O=C(CSc1nc(=O)n(CCCN2CCOCC2)c2c1CCCC2)Nc1cccc(Cl)c1
→ u	-3%	i	u	10%	3.2%	-3%	-6%	1%
COc1ccc(S(=O)(=O)/N=C2/NC(=O)/C(=C\c3ccco3)S2)cc1
→ 0%	-16%	i	11%	-1%	-0.6%	-12%	1%	u
CCOC(=O)C(=O)/C(=C\N(C)C)c1onc(-c2ccccc2)c1C(=O)OC
→ -2%	-5%	i	9%	1%	-0.1%	x	-4%	7%
COCCSc1nnc(NC(=O)CS(=O)(=O)c2ccc(C)cc2)s1
→ -14%	0%	i	0%	-1%	-0.4%	2%	-20%	0%
CCOC(=O)N1CCN(Cc2cccs2)CC1
→ -16%	-3%	i	2%	7%	0.2%	13%	11%	0%
CC(C)c1ccc(NC(=O)Cn2nnc(C(=O)NCc3ccc4c(c3)OCO4)c2N)cc1
→ -2%&-1%	0%&-10%	i	1%	4%	0.1%&-0.9%	u	-25%	3%&7%
CN(C)CCCN(C(=O)CCc1ccccc1)c1nc2ccc(F)cc2s1
→ 0%	-40%	i	1%	-1%	0.7%	11%	0%	-5%
Oc1ccc(C[C@@H](CN2CCCC2CN2C(=S)NC[C@@H]2Cc2ccccc2)N2C[C@H](Cc3ccccc3)N(CC3CCCCCC3)C2=S)cc1 (some centres not stated)
→ x	x	i	x	4%	0.9%	x	-4%	x
CCCOc1ccc(/C=N/n2nnnc2N)cc1OC
→ -1%	1%	i	-2%	-11%	2.9%	-10%	15%	3%
CCc1nn(-c2ccccc2)c(=S)c2ccccc12
→ -29%	-2%	i	17%	-28%	-0.4%	5%	-7%	-4%
O=C(c1ccc([N+](=O)[O-])cc1)N1CCSC1c1ccc(Cl)cc1 (configuration not stated)
→ 5%	-4%	i	20%	5%	-0.7%	-1%	x	1%
Cc1ccc(OCCNC(=O)CNC(=O)c2ccccc2Cl)cc1
→ -6%	-7%	i	6%	18%	-0.5%	3%	-3%	0%
Cc1cccc(CC(C)NC(=O)CCc2nnc(CCCCc3ccccc3)o2)n1 (configuration not stated)
→ -15%	-17%	i	2%	6%	0.4%	0%	-9%	-1%
COc1ccc(CC(=O)NNc2ncnc3c2cnn3Cc2ccccc2)cc1OC
→ 2%	-28%	i	-2%	1%	-0.1%	7%	-4%	4%
Cc1ccc(C)c(Nc2cc(C)nc(-c3ccccc3O)n2)c1
→ u	-10%	i	u	u	2.6%	2%	-19%	-1%
COc1ccc(CNC(=O)C(C)N2Cc3ccccc3C2=O)cc1 (configuration not stated)
→ -2%	10%	i	x	x	0.3%	x	-5%	13%
O=C(COc1ccc(F)cc1)NCc1ccc2c(c1)CCN2C(=O)c1ccc(F)cc1
→ -32%	-16%	x	x	x	0.3%	x	x	-14%
CCOc1ccc(NC(=O)Cn2ncc3ccccc32)cc1
→ -16%	2%	i	-5%	-3%	0.5%	u	84%[activator]	2%
CCOC(=O)NC(=O)CSc1nc(C)cc(C)c1C#N
→ -4%	3%	i	-1%	13%	-1.2%	u	-32%	1%
Fc1ccccc1NC(=S)Nn1cnnc1
→ -4%	-15%	i	2%	-2%	1.9%	6%	-1%	6%
CCOC(=O)/C(C#N)=N/Nc1ccc(S(=O)(=O)N2CCc3ccccc32)cc1
→ 11µM*	-30%	i	u	-9%	2.5%	-15%	-14%	-2%
CS(=O)(=O)N(CC(=O)N/N=C/c1ccc(OCC(=O)N2CCOCC2)cc1)c1ccccc1Cl
→ 26%	-3%	i	1%	13%	0.0%	3%	25%	2%
CCC(=O)c1ccccc1OCCN1C(=O)NC(C)(C)C1=O
→ -29%	9%	i	3%	14%	-0.7%	13%	11%	-10%[1.84 µM]
O=C(CN1C(=O)CC(c2ccco2)Sc2ccccc21)NC1CCCCC1 (configuration not stated)
→ -11%	-14%	i	16%	-9%	1.0%	-31%	-1%	-1%
C=CCOCC(O)CS(=O)(=O)Cc1ccc(Cl)cc1 (configuration not stated)
→ 15%	0%	i	12%	0%	-0.3%	6%	4%	11%
CC(NC(=O)CC12CC3CC(CC(C3)C1)C2)C(=O)O (configuration not stated)
→ 17%	-11%	i	-10%	-8%	-0.2%	-13%	-9%	2%[1.84 µM]
CCOc1cc(/C=N/O)ccc1OCC(=O)Nc1cccc(C)c1
→ -9%	-25%	i	u	15%	4.1%	12%	1%	-3%
CCOc1cccc(C(=O)Nc2ccccc2OC(F)F)c1
→ 15%	-2%	i	-13%	-3%	2.2%	x	27%	9%
CCOC(=O)c1cccc(NC(=O)C2CCN(S(=O)(=O)c3cccs3)CC2)c1
→ -23%	-18%	i	16%	-18%	2.0%	x	-18%	u

Additional results:
Value order: TGFb SMAD3 inh	HepG2 viability	ATXN viability	MCF10A rereplic	EPAC2 antagonist	Nrf2 activator	Nrf2 block	ATXN2 expr inh	A549 viability
COc1ccc(-c2nnc(SC(C)C(=O)Nc3c(C)n(C)n(-c4ccccc4)c3=O)o2)cc1 (configuration not stated)
→ -3%	-13%	i	2%	5%	1.3%	7%	-11%	-1%
Cc1ccc(S(=O)(=O)Cc2nc(-c3ccc(C(=O)NCCCOC(C)C)cc3)oc2C)cc1
→ -7%	6%	i	x	x	0.1%	20%	-3%	-2%
CCN(c1c(C)n(C)n(-c2ccccc2)c1=O)S(C)(=O)=O
→ -3%	-1%	i	-4%	-3%	0.2%	8%	-3%	-15%
NS(=O)(=O)c1ccc(N/N=C2/CCCc3ccccc32)c([N+](=O)[O-])c1
→ 0%	-34%	u	0%	-6%	-0.4%	-16%	-7%	-11%
COc1ccc(CN(C)C(=O)c2ccccc2OCc2c(C)noc2C)c(OC)c1
→ -5%	0%	i	0%	5%	0.2%	-5%	4%	5%
Cc1cccc(Cn2c(CNC(=O)c3ccccc3)nc3ccccc32)c1
→ u	-37%	u	x	x	-0.2%	-7%	-4%	-6%
CCC(Sc1nc2cc(OC)c(OC)cc2c(=O)n1Cc1ccc(OC)cc1)C(=O)NCCOC (configuration not stated)
→ 1%&3%	-12%&2%	u	25%	-12%	3.7%&0.0%	u	-29%[2.22 µM]	-12%&-2%
COc1ccc(O)c(-c2cc(-c3cccc(Br)c3)n[nH]2)c1
→ u	-129%	i	u	-8%	u	u	36%[activator]	-13%
CCOc1cccc(C(=O)Nc2ccc(N(CC)CC)cc2)c1
→ -21%	5%	u	18µM*	-6%	0.0%	u	4%	-24%
CC(NC(=O)COC(=O)COc1ccc(Cl)cc1)c1ccccc1 (configuration not stated)
→ 0%	7%	i	-22%	-14%	-0.4%	-1%	-4%	-4%
COc1ccc(C(=O)NCCCNC(=O)c2ccccn2)cc1
→ 0%	10%	i	-5%	-5%	-0.4%	-2%	4%	-3%
C=CCN(CC(=O)NC1CCS(=O)(=O)C1)S(=O)(=O)c1ccccc1C(F)(F)F (configuration not stated)
→ 5%	2%	i	-2%	5%	0.2%	-21%	-2%	2%
Cc1ccc(-c2csc(N(Cc3ccco3)C(=O)c3cccs3)n2)cc1
→ -7%	-14%	i	u	0%	3.8%	-7%	6%	4%
O=C(NC1CC1)C1CCN(C2CCN(C(=O)c3ccc4cccc(F)c4n3)CC2)CC1
→ u	6%	i	-5%	5%	-0.6%	3%	0%	-4%
CC(C)(C)OC(=O)N(CCc1ccccc1)Cc1ccccc1OCc1cccc(NC(=O)C2CCC2)c1
→ u	-1%	i	-4%	-1%	8.4%	4%	-3%	-5%
CCOC(=O)C1=C(C)NC2=C(C(=O)CC(C)(C)C2)C1c1coc2ccccc2c1=O (configuration not stated)
→ -26%	-16%	u	-3%	5%	-0.2%	8%	-1%	-10%[1.84 µM]
CCc1c(C)sc(NC(NC(C)=O)(C(=O)OC)C(F)(F)F)c1C#N (configuration not stated)
→ 3%	-75%	i	-2%	-7%	0.5%	1%	-15%	-2%
COc1ccc(NC2CCCN(C(=O)c3ccncc3)C2)cc1 (configuration not stated)
→ 1%	1%	i	-5%	0%	-0.5%	-12%	x	11%
Cc1ccc([C@@H]2C[C@H]3[C@@H](CN2S(=O)(=O)c2ccc(Cl)cc2)C(=O)C[C@@H](c2ccc(Cl)cc2)N3S(=O)(=O)c2ccccc2C)cc1
→ 19%	0%	i	x	1%	0.3%	x	4%	x
Cc1ccc(/C=C/C(=O)OCC(=O)NCCN2C(=O)CSC2=O)o1
→ -19%	-21%	i	-2%	-7%	13%	-22%	-17%	0%
O=C(O)c1nn(-c2ccccc2)ccc1=O
→ -1%	12%	i	u	11%	-0.1%	19%	-24%	3%
O=C(c1cccs1)N1C[C@@H](O)[C@H](n2cc(C3CC3)nn2)C[C@@H]1c1ccc(Cl)cc1
→ -12%	-26%	i	x	4%	-0.2%	x	7%	x
COc1cccc(CNc2nc(NCc3ccccc3)nc3ccsc23)c1
→ u	-48%	i	x	-25%	-0.9%	x	u	x
O=C1CCC(C(=O)Nc2ccccc2)N1 (configuration not stated)
→ -3%	33%	i	2%[9.22 µM]	6%	-0.7%	27%	8%	-7%
CN1CCC(NCCC(c2ccc(F)cc2)c2ccc(Cl)cc2)CC1 (configuration not stated)
→ u	16µM*	x	u	9%	-1.8%	-2%	25µM*	-13%

Shown in CSV form: entries from further up
Compound,TGFb SMAD3 inh,HepG2 viability,ATXN viability,MCF10A rereplic,EPAC2 antagonist,Nrf2 activator,Nrf2 block,ATXN2 expr inh,A549 viability
COc1ccc(NC2CCCN(C(=O)c3ccncc3)C2)cc1 (configuration not stated),1%,1%,i,-5%,0%,-0.5%,-12%,x,11%
Cc1ccc([C@@H]2C[C@H]3[C@@H](CN2S(=O)(=O)c2ccc(Cl)cc2)C(=O)C[C@@H](c2ccc(Cl)cc2)N3S(=O)(=O)c2ccccc2C)cc1,19%,0%,i,x,1%,0.3%,x,4%,x

Not all compounds are listed (hit frequency here may not be typical).
